# Pol beta inh: blocks human DNA polymerase beta activity; hit rate 1.3% among 340,000; Potency, µM (top dose mostly 114 µM), inactives show top-dose activity change, negative = inhibition, actives largely listed as inhibitors; AID 485314; Pol beta primer extension/strand displacement, fluorescence kinetic; note: potency is the fitted concentration of half-maximal effect; % is set by controls: 0 for no effect and ±100 for the full control effect
#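 Reaction started by 50 nM substrate onto compound-treated Pol beta (10 nM, 15 min preincubation, room temperature); plates read at 0 min and 10 min. Normalized concentration-effect data fitted by four-parameter Hill equation.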
# Pol kappa inh: blocks human DNA polymerase kappa activity | Q9UBT6 | purified Pol kappa, fluorescent DNA synthesis assay, 10 min | Potency, µM (titrated, usually from 107 µM), for the others: top-dose activity, negative = inhibition, hits mostly inhibitors | hit rate 0.53% among 400,000; note: potency is the fitted concentration of half-maximal effect; % is set by controls: 0 for no effect and ±100 for the full control effect
#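 Kinetic fluorescence screen: compound preincubated 15 min RT with 10 nM enzyme; 50 nM substrate (final) initiates; reads at 0/10 min.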
# POLH inh: inhibitors of human DNA polymerase eta; Q9Y253; recombinant Pol eta, fluorescent DNA replication assay; Potency, µM (doses to about 114 µM), for inactives: top-dose activity change, negative = inhibition, most hits filed as inhibitors; hit rate 1.2% among 390,000; AID 588591; note: potency is the fitted concentration of half-maximal effect; % is set by controls: 0 for no effect and ±100 for the full control effect
#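 Pol eta at 10 nM preincubated with compounds 15 min at room temperature; reaction started with fluorescent substrate (50 nM final) and read kinetically at 0 and 10 min.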
# RXFP1 antagonist: blocks the human relaxin receptor RXFP1 | Q9HBX9 | HEK293-RXFP1, relaxin-stimulated cAMP HTRF, 30 min; stronger effect = lower value | activity change, negative = inhibition, % at 57.5 µM | hit rate 0.59% among 350,000 | AID 1259400;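 active = activity change of -60% or lower, but not beyond a set lower limit; inconclusive = change between -60% and -40%, or beyond the set limit; inactive = change above -40%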; note: % is set by controls: 0 for no effect and ±100 for the full control effect
# APEX1 inh: inhibitors of human APE1 endonuclease. P27695. Potency, µM (top dose mostly 65.8 µM), inactives show at the top dose activity change, negative = inhibition, hits mostly inhibitors. AID 2517. recombinant APE1, TAMRA/BHQ-2 abasic DNA cleavage fluorescence. hit rate 0.35% among 350,000;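 note: potency is the fitted concentration of half-maximal effect; plate controls were vehicle for no effect and reference inhibitor for full effect; nearly all actives have a fitted effect of over 55% in size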
#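 Kinetic fluorescence read (525 ex/598 em nm, three reads 60 s apart) of AP-site incision; signal = third minus first read. Enzyme 0.75 nM, dual-labelled THF duplex 50 nM, compound preincubation 15 min RT.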
# BLM helicase inh: Bloom syndrome helicase (human) inhibition; P54132; recombinant BLM DNA unwinding, fluorescence dequenching; Potency, µM (series often up to 56.1 µM), for inactives: top-dose activity change, negative = inhibition, most hits filed as inhibitors; hit rate 0.2% among 350,000; AID 2528;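 note: potency is the fitted concentration of half-maximal effect; plate controls were vehicle for no effect and no enzyme for full effect; nearly all actives have a fitted effect of over 35% in size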
# Anesthetic bind: candidate novel general anesthetic via apoferritin binding; apoferritin/1-aminoanthracene competitive binding, fluorescence; Potency, µM (highest dose often 77.5 µM), for inactives: top-dose activity change, negative = displacement, actives largely listed as inhibitors; hit rate 0.074% among 350,000; P02791; note: potency is the fitted concentration of half-maximal effect; % is set by controls: 0 for no effect and ±100 for the full control effect; nearly all actives have a fitted effect of over 20% in size
# Target sequence (P02791 2-175 limits assumed): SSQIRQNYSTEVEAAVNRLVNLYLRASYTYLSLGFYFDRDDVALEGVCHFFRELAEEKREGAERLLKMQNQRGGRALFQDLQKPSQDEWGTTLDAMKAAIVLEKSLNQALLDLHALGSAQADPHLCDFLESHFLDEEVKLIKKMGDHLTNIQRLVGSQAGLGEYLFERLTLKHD
#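 10 uM apoferritin + 50% sat. 1-AMA, PBS; cpd 10 min RT; Ex380/Em535 endpoint; normalized to free probe vs complex; 4-param Hill fit; propofol titration as pos. ctrl.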
# PGK inhibitor: blocks T. brucei phosphoglycerate kinase. P07378. PGK/GAPDH coupled, Kinase-Glo luminescence, 60 min. Potency, µM (top dose mostly 57.5 µM), for inactives: at the top dose activity change, negative = inhibition, hits mostly inhibitors. hit rate 0.043% among 380,000. AID 602233; note: potency is the fitted concentration of half-maximal effect; % is set by controls: 0 for no effect and ±100 for the full control effect; nearly all actives have a fitted effect of over 60% in size
#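 Luminescent ATP detection (Kinase-Glo Plus) follows a 60-minute room-temperature incubation, with wells lacking PGK as controls. Buffer: 100 mM TEA (pH 7.6), 5 mM MgCl2, 0.01% Tween-20. Coupling enzyme GAPDH (100 nM final) supplies unstable 1,3-BPG in-well.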
# POLI inh: blocks human DNA polymerase iota activity; Q9UNA4; Pol iota fluorescent replication assay, 10 min; Potency, µM (titrated, usually from 115 µM), inactives show at the highest dose activity, negative = inhibition, hits mostly inhibitors; hit rate 1% among 390,000; AID 588590; note: potency is the fitted concentration of half-maximal effect
# Target sequence (Q9UNA4 whole entry, looked up): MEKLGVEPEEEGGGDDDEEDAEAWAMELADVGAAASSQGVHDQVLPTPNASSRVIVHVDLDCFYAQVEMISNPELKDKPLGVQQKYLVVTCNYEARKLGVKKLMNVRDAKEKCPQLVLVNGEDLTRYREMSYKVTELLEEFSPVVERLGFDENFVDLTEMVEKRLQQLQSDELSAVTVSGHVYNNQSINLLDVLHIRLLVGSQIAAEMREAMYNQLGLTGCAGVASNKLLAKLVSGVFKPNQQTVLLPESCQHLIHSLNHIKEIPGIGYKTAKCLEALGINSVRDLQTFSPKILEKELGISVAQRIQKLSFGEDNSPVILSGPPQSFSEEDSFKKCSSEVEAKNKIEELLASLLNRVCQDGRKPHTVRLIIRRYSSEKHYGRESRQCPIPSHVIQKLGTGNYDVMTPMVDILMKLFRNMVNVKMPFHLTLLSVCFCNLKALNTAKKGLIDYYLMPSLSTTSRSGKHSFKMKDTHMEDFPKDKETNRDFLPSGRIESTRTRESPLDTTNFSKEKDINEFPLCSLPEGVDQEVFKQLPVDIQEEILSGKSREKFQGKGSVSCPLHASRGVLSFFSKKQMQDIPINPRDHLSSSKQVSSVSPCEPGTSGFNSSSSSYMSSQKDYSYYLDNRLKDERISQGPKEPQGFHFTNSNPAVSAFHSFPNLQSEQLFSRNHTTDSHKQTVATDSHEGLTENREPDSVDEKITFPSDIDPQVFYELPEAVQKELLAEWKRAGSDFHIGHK
#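 Pol iota at 10 nM preincubated 15 min with compounds at room temperature; reaction started with fluorescent substrate, 50 nM final. Fluorescence read kinetically at 0 and 10 min; buffer-only wells as negative control.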
# * = called active by the depositor; i = inactive; u = inconclusive; x = no result given; & = joins results of further samples; ! = repeats disagree; [ ] = remark or other dose. Unless noted, calls come from the whole dose curve; as a rule, active = well fitted curve in the direction sought with a large enough effect; inconclusive = small, poorly fitted or top-dose-only effect, or another doubt; inactive = no such curve, though single readings can be large; an effect the other way counts as inactive or inconclusive. A portion of the library; count on the stated rates, not on these rows.
SMILES,Pol beta inh,Pol kappa inh,POLH inh,RXFP1 antagonist,APEX1 inh,BLM helicase inh,Anesthetic bind,PGK inhibitor,POLI inh
COc1cc2c(cc1OC)C(c1ccc(C)cc1)NC(=O)C2 (stereo not given),-14%,-5%,-2%,2,28%,-7%,-6%,-9%,-7%
O=C(CN(Cc1ccco1)C(=O)CCC(=O)Nc1ccccn1)NCc1ccccc1,12%,-7%,-1%,1,9%[12.4 µM],3%,-6%,-2%,97%[activator]
O=C1c2ccccc2CN1C(CO)Cc1ccccc1 (stereo not given),1%,7%,-18%,5,-11%,-2%,-6%,-9%,33%[activator]
O=C(NCCOc1ccccc1F)c1cccc(S(=O)(=O)N2CCN(c3ccccc3)CC2)c1,x,-18%,-4%,1,34%,x,x,-2%,-2%
Cc1cccc(/C=C2\Sc3ccc(C(=O)N4CCCCC4)cc3N(C)C2=O)c1,0%,0%,u,-32,2%,-8%,-11%,-10%,14%
CN1CCc2cc3c(c4c2C1CC41CCC(=NO)CC1)OCO3 (stereo not given),8%,-4%,5%,-24,12%,0%,8%,5%,8%
Cc1cc(Br)c(NC(=O)C(C)Sc2nnnn2C)c(Br)c1 (stereo not given),x,-1%,-18%,5,22%,x,x,i,26%
CC(C)c1ccc(CN2CCN(C(=O)CSc3nnnn3C3CC3)CC2)cc1,x,-15%,-9%,7,47%[activator],x,x,-4%,10%
CC1(C)NC(=O)N(CCCSc2ccc(Cl)cc2)C1=O,-20%,-4%,1%,3,-1%,0%,-10%,i,5%
CCCC(=O)Nc1ccc(NC(=S)NC(=O)c2cccs2)cc1,u,5%[60.1 µM],1%,-8,4%,-3%,u,-8%,u
CCN(c1ccccc1)S(=O)(=O)c1cccc(C(=O)OCc2nc3sc(C)c(C)c3c(=O)[nH]2)c1,-24%,-6%[60.1 µM],-8%,3,-2%,0%,10%,4%,5%
Cc1ccc(C(C)C)cc1OCCN1CCCC1,2%,-4%,-3%,5,-3%,-1%,4%,0%,221%[activator]
CCOC(=O)c1c(NC(=O)c2cccs2)sc(C)c1C,5%,-3%,-9%,-7,-6%,1%,-6%,-2%,-13%
COc1ccc(-c2csc(Nc3ccccn3)n2)cc1,0%,-11%,-26%,u,-8%,-8%,-15%,-3%,158%[activator]
Cc1cc2sc(NC(=O)c3ccco3)nc2cc1Cl,-4%,-4%,-3%,10,-5%,-6%,-2%,i,-8%
Cc1cc(Cn2nnc3ccccc32)c(O)c(C(C)(C)C)c1,x,-10%,-14%,x,-12%,x,x,3%,-9%
O=C1OCCN1C(=O)[C@H]1[C@H](c2ccc(F)cc2)C(c2cccc(Cl)c2)=NN1c1ccc(Br)cc1,x,-5%,-20%,x,25%,-12%,855%[activator],19%,16%
Cc1ccc2[nH]c(=O)c(COC(=O)c3ccccn3)cc2c1,2%,-17%,-11%,-1,-2%,-4%,-7%,1%,-3%
Cc1ccc(N(CC(=O)NC2CCCC2)C(=O)CNC(=O)c2cccs2)cc1C,36%,-6%,1%,3,-8%[12.4 µM],0%,-6%,-5%,12%
Cc1cnc(NC(=O)c2ccc(-c3nc4ccccc4s3)o2)s1,0%,-5%,5%,1,5%,5%,-16%,i,u

# Next section; the last 2 above are carried over.
SMILES,Pol beta inh,Pol kappa inh,POLH inh,RXFP1 antagonist,APEX1 inh,BLM helicase inh,Anesthetic bind,PGK inhibitor,POLI inh
Cc1ccc(N(CC(=O)NC2CCCC2)C(=O)CNC(=O)c2cccs2)cc1C,36%,-6%,1%,3,-8%[12.4 µM],0%,-6%,-5%,12%
Cc1cnc(NC(=O)c2ccc(-c3nc4ccccc4s3)o2)s1,0%,-5%,5%,1,5%,5%,-16%,i,u
CCOc1ccc(CCNC(=O)CN2C(=O)NC3(CCc4ccccc43)C2=O)cc1OCC (stereo not given),x,-8%,-15%,-8,12%,x,x,-1%,39%[activator]
NC(=O)c1ccc(-n2nnnc2SCC(=O)c2ccc(O)c(O)c2)cc1,10µM*,25µM*,10µM*,-21,4µM*,-22%,-19%,u,14µM*
CSc1nc2ncc3c(n2n1)CC(C)(C)CC3=O,28%,4%,-22%,-2,14%,-7%,-5%,-4%,117%[activator]
CCOC(=O)c1c(C)[nH]c(N=Nc2cc(C(=O)O)cc(C(=O)O)c2)c1C,-1%,u,18µM*,-6,-12%,-1%,7%,-10%,u
COc1ccccc1NC(=O)c1ccc(NC(=O)COC(=O)c2cncc(Br)c2)cc1,x,-12%,-2%,1,3%,x,x,-9%,21%
CCc1c(C)nc(N2CCN(c3ccc(OC)cc3)CC2)[nH]c1=O,-6%,-3%,0%,3,23%,0%,2%,i,2%
Cc1ccc2c(c1)-c1cc(C)nn1C(c1ccc3c(c1)OCO3)N2 (stereo not given),-7%,-16%,-11%,3,-3%,-5%,-12%,11%,8%
Cc1ccccc1-n1nc2c(c1NC(=O)/C=C\c1ccc3c(c1)OCO3)CSC2,u,-8%,-10%,x,-1%,-9%,-11%,i,-8%
Cc1ccc(C(C(=O)NC(C)(C)C)N(Cc2cccs2)C(=O)c2ccc3c(c2)OCCO3)cc1 (stereo not given),u,-5%,-26%,-12,-4%,-4%,-2%,i,7%
Cc1ccc(S(=O)(=O)NCC(=O)NCC(=O)NC(C)c2ccccc2Br)cc1C (stereo not given),6%,-4%,-2%,-2,-4%,-4%,-14%,5%,78%[activator]
O=S(=O)(NCC(c1ccccc1)N1CCC(O)CC1)c1ccc(Cl)cc1 (stereo not given),16%,-26%,-18%,11,-14%,2%,1%,-11%,71%[activator]
CCCCNC(=S)NNC(=O)c1ccncc1,-19%,10%,0%,3,0%,-2%,-2%,i,22%
OCCC1CN(Cc2cccn2-c2cccnc2)CCN1CCc1ccccc1 (stereo not given),4%,0%,-7%,0,5%,-3%,-3%,8%,23%
Cc1ccc(NC(=O)C[n+]2cc(-c3ccccc3)n3c2CCC3)c(C)c1,8%,-7%,-7%,-17,-2%,2%,0%,-10%,49%[activator]
C/C(=N\N1CCN(c2ccccc2)CC1)c1ccco1,-19%,-4%,-16%,-11,0%,2%,-4%,i,138%[activator]
COc1ccc(CC(=O)Nc2nc(C)cs2)cc1,-13%,-8%,-25%,3,12%,-4%,-17%,-3%,181%[activator]
Cc1ccc(C2N(c3nccs3)C(=O)C3CCCN32)cc1 (stereo not given),39%,-1%,-9%,30,-6%,0%,-9%,1%,u
Cc1nc(C)c(C(=O)N/N=C/c2ccco2)s1,-16%,-1%,-3%,-1,12%,-1%,-6%,-1%,47%[activator]
N[C@@H](CO)c1nnc([C@H](CCC(=O)O)NC(=O)C2CCNCC2)o1,26%,-5%,0%,x,-1%,-4%,-11%,i,u
N#Cc1c(NC(=O)CSc2ncnc3sccc23)oc(-c2ccco2)c1-c1ccco1,10µM*,45µM*,14µM*,-18,u,20µM*,u,5%,u
Cc1ccc(NC(=O)c2cc(S(=O)(=O)NC3CCCCCC3)ccc2F)cc1F,-4%,-2%[60.1 µM],-16%,-19,x,-13%,u,0%,-4%
Cc1cccc(NC(=S)NN2CCN(C)CC2)c1,-1%,2%,-14%,-3,-5%,2%,-6%,-2%,25%
Cc1ccc(Cc2c(C)[nH]c(=S)[nH]c2=O)cc1,-1%,-1%,1%,-9,2%,-2%,-8%,-2%,105%[activator]
Cc1ccc(S(=O)(=O)c2nc(-c3ccco3)oc2SCC(N)=O)cc1,-13%,-26%,-12%,-22,42%[activator],-6%,-10%,-7%,33%[activator]
Cc1ccccc1CN1C(=O)c2ccccc2Sc2ccc(C(=O)NCCCN3CCOCC3)cc21,14%&-7%,1%,-15%&-17%,-64*!,-11%,0%&2%,-13%&-7%,-11%,11%&31%
O=C(COC(=O)c1ccco1)Nc1nc2ccc([N+](=O)[O-])cc2s1,u,-17%,-8%,-10,12%,-4%,-3%,i,-11%
CCCCN1C(=O)/C(=C(/C#N)C(=O)N2CCCC2)c2ccccc21,-23%,4%,4%,-8,0%,1%,-14%,-6%,u
COc1ccc(CCNC(=O)c2cc(S(=O)(=O)N3CCOCC3)cn2C)cc1OC,-2%,-6%,-5%,-37,-1%,-2%,-10%,1%,2%
CCOc1ccc(CCNC(=O)c2nn(-c3ccc(OC)cc3)c(=O)c3c2c2ccccc2n3C)cc1OCC,25%,-2%,x,-5,x,-11%,-9%,x,17%
COCCn1c(SCC(=O)NNC(=O)c2ccccc2)nc2ccccc2c1=O,2%[57.1 µM],-21%,-9%,0,-2%,2%,2%,-1%,-4%
CC(CCc1ccccc1)NC(=O)CNC(=O)N1CC(=O)Nc2ccccc21 (stereo not given),2%,-12%,13%,6,2%,3%,-2%,0%,8%
N#C/C(=C\c1ccc(F)c(F)c1)C(=O)NC1CCCCC1,-17%,-32%,-9%,7,-8%,-1%,-1%,-2%,-22%
COC(=O)c1cc(Cl)c(NC(=O)c2cc(OC)c(OC)c(OC)c2)cc1OC,17%,1%,-15%,-13,3%,0%,1%,-11%,u
COc1cc(Cl)c(C)cc1NC(=O)CSc1nnc(CCC(=O)O)c(=O)[nH]1,-4%,-12%,1%,9,-4%,-3%,-6%,i,17%
CCOc1ccc(N(C(C)C(=O)NN=C2CCCCCCC2)S(C)(=O)=O)cc1 (stereo not given),-28%,1%,-15%,-3,1%,-1%,-21%,i,-9%
CCN(CC)c1ccc(S(=O)(=O)N2CCOCC2)cc1NC(=O)CN1CCN(Cc2ccccc2)CC1,14%,-4%,-18%,-1,0%,-5%,-6%,i,25%
CN1C(=S)SC(C)(C)C1NO (stereo not given),-13%,4%,-1%,25,0%,-3%,u,-2%,-11%[58.9 µM]
O=C(CP(=O)(c1ccccc1)c1ccccc1)Nn1cnnc1,-13%,-1%,-13%,2,-4%,0%,-2%,-7%,12%
COc1ccnc(N2CCN(c3cccc(C(F)(F)F)c3)CC2)c1C#N,8%,5%[60.1 µM],-6%,-6,-3%,-4%,-3%,-8%,7%
CS(=O)(=O)C1=NSC2=NC(=O)/C(=C\c3ccc(OC(=O)c4ccco4)cc3)C(=N)N21,u,x,x,x,-4%,-8%,-16%,x,x

# Assay outcomes from PubChem.
